# Compound activity: PubChem BioAssay, The Scripps Research Institute Molecular Screening Center
# TbREL1 primary = TbREL1 RNA ligase inhibitors, primary screen, biochemical, FRET fluorescence | RNA-editing ligase 1, mitochondrial (Trypanosoma brucei brucei), P86926 | TbREL1 RNA ligation | inhibition, % at 9.66 µM | 89,000 compounds, 0.49% hits | AID 1117264, 2014;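 active = inhibition above the mean inhibition across all screened compounds plus 3 SD, cut at about 11% in these data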;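 also: 0% = plate median of test wells and 100% = NSC42067 control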
# Target sequence (P86926 whole entry, looked up): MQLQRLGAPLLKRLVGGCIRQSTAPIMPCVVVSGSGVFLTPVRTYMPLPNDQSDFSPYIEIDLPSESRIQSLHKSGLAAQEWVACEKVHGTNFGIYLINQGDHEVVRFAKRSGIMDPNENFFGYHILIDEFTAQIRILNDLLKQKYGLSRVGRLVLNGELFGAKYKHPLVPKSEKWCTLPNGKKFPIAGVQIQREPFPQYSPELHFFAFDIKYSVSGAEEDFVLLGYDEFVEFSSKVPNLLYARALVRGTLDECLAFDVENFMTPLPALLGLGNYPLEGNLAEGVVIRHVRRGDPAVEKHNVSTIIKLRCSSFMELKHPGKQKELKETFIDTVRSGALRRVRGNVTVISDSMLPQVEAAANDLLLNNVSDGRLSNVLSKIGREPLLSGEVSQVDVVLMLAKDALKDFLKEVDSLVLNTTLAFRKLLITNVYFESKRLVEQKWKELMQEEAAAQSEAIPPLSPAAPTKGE
# The depositor's hits bear a star. A portion of the library; the hit share may differ from the screen's.
molecule,TbREL1 primary
COc1ccccc1OCC(=O)OCc1cc(-c2ccco2)on1,3
O=C(NCCCCc1ccccc1)C1CC(c2cc(C(F)(F)F)cc(C(F)(F)F)c2)=NO1 (stereo unspecified),0
COc1cccc(Cn2cc(COC(=O)N(C)Cc3ccccc3)nn2)c1,0
Cc1ccccc1NC(=O)c1c(C)nc(SCC(=O)OCc2ccccc2)c(C#N)c1-c1ccc(F)cc1,1
CCOC(=O)c1ccc(NC(=S)N(CCN2CCCCCC2)Cc2cccs2)cc1,-3
Cc1noc(C)c1COC(=O)c1cc(=O)[nH]c2ccccc12,2
Cc1ccc(S(=O)(=O)N2CCCCC2)cc1NC(=O)COC(=O)C1(C)CC1(Cl)Cl (stereo unspecified),-1
Nc1ccn([C@@H]2O[C@H](C(=O)N[C@H](Cc3ccccc3)C(=O)N3CCN(C(=O)N4CCCCC4)CC3)[C@@H](O)[C@H]2O)c(=O)n1,-1
O=C(CN1C(=O)c2ccccc2S1(=O)=O)Nc1ncc([N+](=O)[O-])s1,2
CC(=O)c1ccc(NC(=S)NNC(=O)c2ccccc2[N+](=O)[O-])cc1,-6
O=C(Nc1cccc(C(=O)O)c1)/C(=C\c1ccccc1)NC(=O)c1cccc2ccccc12,0
Cc1ccc(NC(=S)N2CCC(N(C)CC3CCCO3)CC2)cc1 (stereo unspecified),-3
COc1cc(CNc2ccccc2SC)ccc1O,5
CN(CC(=O)Nc1cccc(F)c1)CC(=O)N(C)c1c(N)n(Cc2ccccc2)c(=O)[nH]c1=O,-4
O=c1c2c3c(sc2nc(N2CCNCC2)n1CCc1ccccc1)CCCCC3,6
Cc1noc(C)c1CSCC(=O)NC1=NCCS1,1
Cc1ccc(N2C(=O)c3ccccc3C2=O)cc1Cl,1
O=C(NCCN1CCOCC1)Nc1cccc(Cl)c1,-2
COc1ccc(CCNC(=O)CSc2nnc3ccccn23)cc1,0
O=C(Nc1ccc(F)cc1F)c1cc(-c2ccco2)on1,2
Nc1nc(-c2cccnc2)nn1C(=O)c1ccccc1Cl,0
CS(=O)(=O)N(CC(=O)Nc1cccc(Cl)c1)c1ccccc1Cl,0
Cc1ccc(CN(CC(=O)NCc2ccc3c(c2)OCO3)C(=O)c2csnn2)cc1,0
C=CCOc1c(OC)cc(Cl)cc1C1NC(=O)NC(C)=C1C(C)=O (stereo unspecified),0
CCOc1ccc(NC(=O)CN(C)C(=O)c2cccc(S(=O)(=O)N3CCN(C)CC3)c2)cc1OCC,-3
CC(C)(NC(=O)NC(CO)c1ccccc1)c1cccc(C(C)(C)NC(=O)NC(CO)c2ccccc2)c1 (stereo unspecified),-2
COc1ccc(/C=N/NC(=S)NC2CCS(=O)(=O)C2)cc1 (stereo unspecified),-2
O=c1[nH]c(=O)n(Cc2ccccc2)c2nc(-c3ccc(C(F)(F)F)cc3)n(CCO)c12,1
COCCn1c(SCC(=O)Nc2cccnc2Cl)nc2ccccc2c1=O,-1
COc1ccc(CC2CCOC2=O)cc1 (stereo unspecified),-2
COc1cccc(C(C)(O)c2nc(-c3ccc(OC)nc3)cs2)c1 (stereo unspecified),-3
COc1ccc(N2CCN(C(=O)CSc3nnc(-c4cccnc4)n3-c3ccccc3)CC2)cc1,-6
COc1cc(C2C(C#N)=C(C)NC3=C2C(=O)CC(C)(C)C3)ccc1OCCO (stereo unspecified),0
CCOC(=O)C1CCN(c2nc3ccccc3nc2C(C#N)C(=O)OC(C)C)CC1 (stereo unspecified),0
CCn1c(/C=C/c2ccccc2)nc2ccccc21,1
CCC(C)NC(=O)N1c2ccccc2Sc2ccccc21 (stereo unspecified),-2
COC(=O)C(Cc1ccccc1)N1CCS(=O)(=O)CC1 (stereo unspecified),-1
COc1ccc2[nH]c(=S)cc(C)c2c1,-1
CCOC(=O)c1c(C)[nH]c(C(=O)OCC(=O)Nc2sccc2C(N)=O)c1C,1
O=C(CCC(=O)N(CC(=O)NC1CCCC1)C1CCCC1)Nc1ccccn1,3
CCCC(c1nnnn1CC1CCCO1)N1CCN(c2ccccc2)CC1 (stereo unspecified),-2
Cc1ccc(-c2cc(C(=O)NC3CCCC3)no2)cc1,0
COc1ccccc1NC(=O)COC(=O)C1CCCC1,5
Cc1oc(-c2ccccc2F)nc1CS(=O)CC(=O)NCc1ccccn1 (stereo unspecified),-3
COc1cc2c(cc1OC)CN(C(=O)c1cccc(S(=O)(=O)N3CCc4ccccc43)c1)CC2,1
O=C(OCC(=O)N1CCc2ccccc21)c1cccc(S(=O)(=O)N2CCCc3ccccc32)c1,-1
COc1ccc(CN(CC2CCC(C(=O)O)CC2)C(=S)Nc2ccccc2OC)cc1 (stereo unspecified),-1
COc1cc2cc(C(=O)N3CCOCC3)cc(-c3ccc(C)cc3)c2cc1OC,1

# Retrieved by compound from the list above (2):
molecule,TbREL1 primary
COc1cc2c(cc1OC)CN(C(=O)c1cccc(S(=O)(=O)N3CCc4ccccc43)c1)CC2,1
COc1ccc(CN(CC2CCC(C(=O)O)CC2)C(=S)Nc2ccccc2OC)cc1 (stereo unspecified),-1

# More compounds follow.
molecule,TbREL1 primary
CC(=O)Nc1ccccc1NC(=O)COc1cccc2ccccc12,0
CC(OC(=O)c1ccc2c(c1)OCCO2)C(=O)NC1CCCCC1C (stereo unspecified),2
N#CC1(NC(=O)COC(=O)Cc2n[nH]c(=O)c3ccccc23)CCCCC1,5
CCCC(=O)Nc1cnc(NC(=O)c2cccc(F)c2)cc1C,4
CCc1nnc(NC(=O)CCC(=O)NCc2ccccc2OC)s1,4
CN(CC(=O)Nc1ccc(OC(F)(F)F)cc1)C(=O)Cc1cccs1,0
CCN1C(=O)C(O)(CC(=O)c2ccc3c(c2)OCCO3)c2ccccc21 (stereo unspecified),-4
CC1CCCC(NC(=O)COC(=O)COc2ccc(C#N)cc2)C1C (stereo unspecified),4

# A draw from above in order of molar mass, lowest first:
molecule,TbREL1 primary
Cc1ccc(-c2cc(C(=O)NC3CCCC3)no2)cc1,0
COc1ccccc1NC(=O)COC(=O)C1CCCC1,5
CC1CCCC(NC(=O)COC(=O)COc2ccc(C#N)cc2)C1C (stereo unspecified),4
CC(OC(=O)c1ccc2c(c1)OCCO2)C(=O)NC1CCCCC1C (stereo unspecified),2
CCc1nnc(NC(=O)CCC(=O)NCc2ccccc2OC)s1,4
CCN1C(=O)C(O)(CC(=O)c2ccc3c(c2)OCCO3)c2ccccc21 (stereo unspecified),-4
N#CC1(NC(=O)COC(=O)Cc2n[nH]c(=O)c3ccccc23)CCCCC1,5
CCCC(c1nnnn1CC1CCCO1)N1CCN(c2ccccc2)CC1 (stereo unspecified),-2
CN(CC(=O)Nc1ccc(OC(F)(F)F)cc1)C(=O)Cc1cccs1,0
O=C(CCC(=O)N(CC(=O)NC1CCCC1)C1CCCC1)Nc1ccccn1,3
Cc1oc(-c2ccccc2F)nc1CS(=O)CC(=O)NCc1ccccn1 (stereo unspecified),-3
COc1cc2cc(C(=O)N3CCOCC3)cc(-c3ccc(C)cc3)c2cc1OC,1
CCOC(=O)c1c(C)[nH]c(C(=O)OCC(=O)Nc2sccc2C(N)=O)c1C,1
COc1ccc(CN(CC2CCC(C(=O)O)CC2)C(=S)Nc2ccccc2OC)cc1 (stereo unspecified),-1
O=C(OCC(=O)N1CCc2ccccc21)c1cccc(S(=O)(=O)N2CCCc3ccccc32)c1,-1
COc1cc2c(cc1OC)CN(C(=O)c1cccc(S(=O)(=O)N3CCc4ccccc43)c1)CC2,1

# Following part:
molecule,TbREL1 primary
Clc1ccc(CNCC2CCCO2)c(Cl)c1 (stereo unspecified),2
c1ccc(-n2ncc3c2ncn2nnnc32)cc1,2
CC(=O)NNC(=O)C(O)(c1ccccc1)c1ccccc1,-1
COc1c2ccc(OCC/C(C)=C/C(=O)C=C(C)C)cc2nc2occc12,-2
COc1ccccc1N1CCN(c2cc(C)nc3nc(C)nn23)CC1,1
Cc1cccc(OCc2nc(-c3ccccn3)n[nH]2)c1,5
S=c1nc2[nH]c3ccccc3c2n[nH]1,4
COc1ccc(S(=O)(=O)NCCCn2ccnc2)cc1C(C)(C)C,1
Cc1nc2ccccc2cc1C(=O)O,0
CC1CCC(C(C)C)C(OC(=O)C2=C3c4ccccc4S(=O)(=O)N3CC2)C1 (stereo unspecified),0
O=C(CCn1cnc2ccccc2c1=O)Nc1ccc(S(=O)(=O)N2CCCCC2)cc1,1
O=c1[nH]c(CSc2ncn[nH]2)nc2ccccc12,-2
COc1ccccc1OCC(=O)Nc1ccc(S(=O)(=O)N2CCCC2)cc1,0
Cc1c(Nc2cc(=O)oc3ccccc23)c(=O)n(-c2ccccc2)n1C,2
Cc1c(Br)c([N+](=O)[O-])nn1CC(=O)Nc1cccc2nonc12,3
Cc1c(-c2ccc(Cl)cc2)[n+](=O)c2c(n1[O-])CCCC2,2
Cc1ccc(S(=O)(=O)N(C)[C@H]2C[C@H]3c4[nH]c5ccccc5c4CCN3C[C@H]2[C@H](C)O)cc1,0
COc1ccc(C(=O)COC(=O)c2sc(C)nc2C)cc1OC,1
CCC1(c2ccccc2)NC(=O)N(CC(=O)N(C)CC(=O)Nc2cccc(F)c2)C1=O (stereo unspecified),-5
CCOc1ccc(N=Cc2c(O)n(-c3cccc(C)n3)c(=O)c3ccccc23)cc1,-9
COc1ccc(N2CCN(C(=O)CSc3nnc4c(C)cc5cc(C)ccc5n34)CC2)cc1,-7
COc1ccc(-c2csc(N(CCCN(C)C)C(=O)c3ccccc3F)n2)cc1,9
O=C(Nc1nc(-c2ccncc2)cs1)C1COc2ccccc2O1 (stereo unspecified),5
O=C(c1ccccc1)N1N=C(c2ccco2)CC1c1cccs1 (stereo unspecified),-2
Cc1c(NC(=O)c2nn3c(c2Br)NC(c2ccccc2)CC3C(F)(F)F)c(=O)n(-c2ccccc2)n1C (stereo unspecified),-3
CCCOc1ccc(N2C(=O)C/C(=C\c3ccccc3)C2=O)cc1,-4
N#Cc1nc(COc2ccccc2Cl)oc1N1CCCCCC1,1
CCc1ccc([C@H]2C[C@H]3[C@H]4C(=O)N(c5ccccc5)C(=O)[C@H]4CC(=O)[C@@H]3CN2S(=O)(=O)c2ccc(C)cc2)cc1,1
O=C(Nc1ccccc1N1CCN(c2ccc(F)cc2)CC1)C1CCCCC1,-1
CCN(CC)c1ccc(C(=O)OCC(=O)Nc2cccc(S(=O)(=O)NC3=NCCCCC3)c2)cc1,-5
COc1ccc(CC(=O)Nc2ccc(OC)c(NC(=O)c3ccco3)c2)cc1,-3
CC(C)[C@H](CO)NC(=O)[C@H]1O[C@@H](n2ccc(=O)[nH]c2=O)[C@H](O)[C@@H]1O,-1
Cc1nn(C)cc1/C=N\NC(=O)c1csc2c1CCCC2,0
CCN(CC)S(=O)(=O)c1cc(NC(=O)Cn2cnc3ccccc3c2=O)ccc1C,-1
C#CCOCCOCCOCCNc1nc(N2CCN(C(=O)CCCCCCCCCCNC(=O)[C@@H]([C@H](C)O)n3cc(C)nn3)CC2)nc(N2CCN(C(=O)CCCCCCCCCCNC(=O)[C@@H]([C@H](C)O)n3cc(C)nn3)CC2)n1,3
CCOC(=O)c1c(C)c(C(=O)NC2CCCCCC2)c(C)n1C,-1
Cc1ccc2c(c1)cc(CN(Cc1ccco1)S(=O)(=O)c1ccccc1)c1nnnn12,2
CCc1cccc(NC(=O)c2ccc(Cn3nc(C)cc3C)o2)c1,1
CN(Cc1cnn(C)c1)C(=O)C1CCC(=O)N(Cc2cccc(C(F)(F)F)c2)C1 (stereo unspecified),-2
CCn1c(C(=O)Nc2ccsc2C(=O)OC)cc2sc(Cl)cc21,5
O=C(Cn1nc(-c2ccco2)ccc1=O)Nc1ccc(Cl)c(Cl)c1,-1
O=C(CS(=O)(=O)c1ccc(F)cc1)Nc1nccs1,6
Cc1ccc(S(=O)(=O)N2CCOCC2)cc1C(=O)N1CCN(S(=O)(=O)c2cccc(F)c2)CC1,-2
c1ccc(N=Nc2ccc3cccccc2-3)cc1,4
CCN1CCN(Cc2ccc(NC(=O)Nc3ccccc3Cl)cc2)CC1,-1
O=C(CSc1ccc(-c2ccc(Br)cc2)nn1)NC1CCCC1,5
O=C1C(c2ccccc2)C(c2ccccc2)NC(c2ccccc2)C1c1ccccc1 (stereo unspecified),0
COc1ccc(C(=O)Nc2ccccc2-c2nnn(CC(=O)NCc3ccco3)n2)cc1,-3
Cc1nc2cc(NC(=O)c3ccc(S(=O)(=O)N(C)c4ccccc4)cc3)ccc2o1,-5
CC(=O)Nc1cccc(NC(=O)c2oc3ccccc3c2C)c1,-1
COc1ccc(-c2ccc(SCC(=O)NCc3ccco3)nn2)cc1OC,2
Cc1nn(C)c(C)c1C1C(C#N)=C(N)Oc2n[nH]c(C)c21 (stereo unspecified),0
COc1ccccc1N1CCN(C(=O)C(NS(=O)(=O)c2cccs2)c2ccccc2)CC1 (stereo unspecified),-4
CCOC(=O)C1=C(C)NC2=C(C(=O)c3ccccc32)C1c1cccc2ccccc12 (stereo unspecified),-4
Cc1csc(NC(=O)CCC(=O)N(CC(=O)NC2CCCC2)Cc2ccco2)n1,-1
CCN(CC(=O)NCc1ccc(Cl)cc1)C(=O)/C=C/c1ccccc1,-1

# Next section.
molecule,TbREL1 primary
O=C(CCCn1c(SCc2cccc([N+](=O)[O-])c2)nc2ccccc2c1=O)NCC1CCCO1 (stereo unspecified),1
O=C(CSCC(=O)Nc1ccccc1)N/N=C/c1c(O)ccc2ccccc12,0
Cc1cccc(COc2ccc(S(=O)(=O)N3CCOCC3)cc2[N+](=O)[O-])c1,0
Cc1cc(C)c(C)c(S(=O)(=O)NCC(=O)NCc2ccco2)c1C,-1
CCCCOC(=O)Cn1c(=O)c2c(nc(Br)n2Cc2ccccc2)n(C)c1=O,-1
O=C(Nc1ccc(F)cc1)Nc1nc2ncccn2c1-c1ccc(F)cc1,-2
C#CCN1C(=O)[C@@](O)(c2cccn2C)c2cc(F)ccc21,-8
